FN deposition inh – fibronectin deposition inhibition. AH1F fibroblasts, Alexa488-fibronectin deposition fluorescence, overnight. inhibition, % at 12.6 µM. hit rate 0.086% among 350,000;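 active = mean inhibition across replicates of 30% or more, regardless of how many single replicates reach that level; inconclusive = mean under 30% yet at least half of replicates reach 30%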;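 note: positive control wells lacked labelled fibronectin entirely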
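Schedule: 1 h cell adhesion before compound, then overnight fibronectin incubation; test system: AH1F fibroblast monolayer depositing Alexa488-labelled fibronectin into matrix; quantity: 10000 AH1F cells per well; probe or stimulus: fluorescent fibronectin at 24 nM final; signal: fluorescence, ex 485 nm, em 525 nm; evaluation: percent inhibition as loss of matrix-bound fibronectin fluorescence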
PAX8 reporter – inhibitors of PAX8 transcriptional activity in RMG-I cells. inhibition, % at 12.6 µM. RMG-I TPO-luciferase reporter, SteadyGlo, 24 h. hit rate 1.2% among 360,000. AID 652154;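 active = mean replicate inhibition at least 60% with every replicate also reaching 60%; inconclusive = only one of the two criteria is met; inactive = mean below 60% and not all replicates reaching 60%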;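 note: luciferase light reporting Pax8 driven TPO promoter activity; plate controls were median of neutral control wells for no effect and mitoxantrone controls for full effect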
PGC1a acetyl inh – lowers PGC1a acetylation signal in U2OS cells; AlphaScreen anti-acetyl-lysine; with virally co-expressed GCN5 acetyltransferase; inhibition, % at 15.6 µM; hit rate 0.17% among 350,000;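 active = every replicate shows inhibition of at least 40%; inconclusive = mean inhibition at least 40% but some replicate below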;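 note: 0% = neutral control wells and 100% = positive control wells; some results beyond the cut were filed as inactive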
PglD DTNB – blocks C. jejuni PglD acetyltransferase activity; inhibition, % at 12.5 µM; hit rate 0.098% among 360,000; purified PglD enzyme, DTNB colorimetric CoA detection; in the data active = inhibition above about 16%, passing the limit was not always enough; inconclusive = no clear call, values can overlap the other calls; note: strong numbers were not always called active
ERAP1 HTS inh – blocks human ERAP1 aminopeptidase activity; Q9NZ08; recombinant ERAP1, Leu-AMC fluorescence, 60 min; inhibition, % at 10.7 µM; hit rate 0.15% among 340,000; AID 652197;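 active = mean replicate inhibition of at least 30%, or all replicates individually reaching that 30% level; inactive = mean below 30% and not every replicate reaching it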;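 note: 0% = neutral control wells and 100% = L-leucinethiol positive control wells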
Target sequence (Q9NZ08 whole entry, looked up): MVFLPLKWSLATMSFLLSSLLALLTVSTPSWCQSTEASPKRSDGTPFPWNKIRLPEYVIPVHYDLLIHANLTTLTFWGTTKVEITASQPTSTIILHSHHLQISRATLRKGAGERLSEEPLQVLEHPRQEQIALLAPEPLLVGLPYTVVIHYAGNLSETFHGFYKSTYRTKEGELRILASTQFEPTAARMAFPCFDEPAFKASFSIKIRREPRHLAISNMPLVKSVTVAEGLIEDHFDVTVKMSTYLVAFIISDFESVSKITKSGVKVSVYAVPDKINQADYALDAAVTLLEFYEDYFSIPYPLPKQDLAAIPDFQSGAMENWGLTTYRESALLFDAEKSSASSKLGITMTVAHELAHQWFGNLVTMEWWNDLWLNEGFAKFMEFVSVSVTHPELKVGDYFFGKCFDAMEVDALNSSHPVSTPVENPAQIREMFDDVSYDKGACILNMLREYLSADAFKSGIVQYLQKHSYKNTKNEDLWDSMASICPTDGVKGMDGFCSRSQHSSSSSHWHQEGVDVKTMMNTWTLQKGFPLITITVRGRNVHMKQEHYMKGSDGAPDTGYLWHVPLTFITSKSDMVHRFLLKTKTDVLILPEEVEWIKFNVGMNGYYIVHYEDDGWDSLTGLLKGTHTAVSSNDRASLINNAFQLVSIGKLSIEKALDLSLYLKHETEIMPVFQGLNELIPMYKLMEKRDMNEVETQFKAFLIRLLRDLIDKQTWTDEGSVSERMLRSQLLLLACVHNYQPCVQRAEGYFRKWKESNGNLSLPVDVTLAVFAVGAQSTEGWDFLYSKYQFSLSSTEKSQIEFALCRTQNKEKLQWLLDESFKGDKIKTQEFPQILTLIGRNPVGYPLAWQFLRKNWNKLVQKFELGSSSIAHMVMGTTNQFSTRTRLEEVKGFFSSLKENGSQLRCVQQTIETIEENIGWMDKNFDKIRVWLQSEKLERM
LGR2 inh – Drosophila LGR2 receptor signaling inhibition; hit rate 0.35% among 380,000; inhibition, % at 9.99 µM; AID 720647; HEK293 LGR2, CRE-luciferase, bursicon-stimulated, 4 h;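 active = drop in luminescence signal, shown as inhibition above about 50% in the replicate tests, limit read from the data, passing the limit was not always enough; inconclusive = probably only some replicates passing the limit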;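 note: agonist challenge used bursicon conditioned medium at about half maximal strength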
EWS-Fli block – EWS/Fli transcriptional activity inhibition; A673 NR0B1-luciferase reporter, viability-normalised; inhibition, % at 12.6 µM; hit rate 0.67% among 350,000;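 active = mean inhibition of at least 50% after viability correction, with every replicate also passing that limit; inconclusive = mean reaches 50% but only one of two replicates passes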;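 note: firefly luciferase signal divided by Alamar Blue viability fluorescence both relative to DMSO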
S100A4 inh HTS – blocks human S100A4 binding to myosin IIA peptide. hit rate 0.14% among 360,000. S100A4/TAMRA-MyoIIA peptide fluorescence polarization. inhibition, % at 10.7 µM;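 active = mean inhibition of at least 70% across replicates, with every replicate also reaching that level; inconclusive = mean inhibition reaches 70% but some replicates fall short; inactive = mean inhibition below 70%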
Target sequence (P26447 whole entry, looked up): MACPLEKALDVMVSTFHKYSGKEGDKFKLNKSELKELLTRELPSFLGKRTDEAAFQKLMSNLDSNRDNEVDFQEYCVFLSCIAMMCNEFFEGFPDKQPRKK
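Material: human S100A4 monomer with TAMRA-labelled myosin IIA peptide; buffer or medium: HEPES pH 7.2 with CaCl2, KCl, NaCl, DTT, Triton; compound dosing: one concentration per compound; schedule: 5 min incubation before reading; benchmarks: neutral control DMSO, positive control TFP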
Active calls of the source: *; ? = inconclusive; . = no result given; & = joins results of further samples.

SMILES	FN deposition inh	PAX8 reporter	PGC1a acetyl inh	PglD DTNB	ERAP1 HTS inh	LGR2 inh	EWS-Fli block	S100A4 inh HTS
COCC(=O)N1[C@@H]2Cn3c(ccc(/C=C/c4ccccc4)c3=O)[C@H]1[C@@H](C(=O)N1CCCCC1)[C@@H]2CO	.	2	.	-3	-1	-2	0	?
O=C(Cc1ccc(Cl)cc1)NCCc1c[nH]c2ccccc12	-5	-14	3	-3	-2	6	18	2
Cc1cccc(C(=O)N2CCC(=O)N(C(COCc3cccc(C(F)(F)F)c3)Cc3ccccc3)CC2)c1 (centres undefined)	0	15	-21	8	1	18	24	2
CC(C)(C)c1ccc(NS(=O)(=O)c2ccc(N)cc2)cc1	-1	2	-6	-1	0	5	6	-2
Cn1c(N2CCN(C(=O)Nc3ccc(F)cc3)CC2)nc2ccccc21	-6	-17	-4	-1	.	.	.	.
CN(C)c1ccc(C=c2c3cc(O)ccc3n3c2cc(-c2ccccc2)[n+]3C)cc1	9	73*	.	.	56*	-2	-2	79*
COc1ccc(C(CC(=O)N2CCCC2)c2c(O)cc(OC)cc2OC)cc1 (centres undefined)	6	-15	0	-4	-5	-23	-4	2
Cc1ccc(S(=O)(=O)N2CC[C@@H]2C(=O)O)cc1	13	13	0	4	.	11	-3	-9
CCN1C(=O)N(CC)c2cccc3cccc1c23	-22	9	.	-3	-4	-6	4	0
O=C(CCNC(=O)c1ccc(Cl)cc1)Nc1ccc(S(=O)(=O)N2CCCCC2)cc1	4	-7	.	-1	-1	5	2	1
COc1ccc(N2C(=O)/C(=C\c3ccco3)N=C2SCC(N)=O)cc1Cl	19	24	1	2	11	10	15	0
CCCNC(=O)N[C@H]1CC[C@@H](CC(=O)NC2CCC2)O[C@@H]1CO	-7	1	-2	14	0	10	-1	8
CCc1ccc(NC(=O)CSc2nc(=O)n(CCCN(C)C)c3c2CCC3)cc1	-7	-2	1	-6	-1	-24	4	-3
N#Cc1c(N)n(Cc2ccccc2)c(=O)c2cc([N+](=O)[O-])ccc12	11	14	-7	-4	1	-14	16	-2
Cc1cccc(/C=C/C(=O)c2ccc(NC3=NCCCS3)cc2)c1	8	-31	.	.	35*	-44	-3	-3
O=C1C2C3C=CC(C2C(=O)N1CCO)C1C(=O)N(CCO)C(=O)C31 (centres undefined)	0	19	1	-1	0	-9	5	4
CC(=O)CSc1cc(-c2ccccc2)nc2ncnn12	1	14	5	.	1	4	11	0
CN(C)C(=O)c1cc(C(=O)c2ccccc2F)c[nH]1	0	-18	1	-2	-1	8	-17	0
CC(=O)C1=C(O)C(=O)N(c2nccs2)C1c1ccccc1F (centres undefined)	-3	5	.	.	6	12	4	-6
O=C(COC(=O)c1cc[n+]([O-])cc1)Nc1ccc(Br)cc1	5	-3	-3	1	2	12	-2	-1
COc1ccc(NC(=O)CN(C)CC(=O)Nc2cccc(F)c2)cc1Cl	3	-2	-4	.	0	10	9	-2
CCc1cc(CC)c(/C=N/NC(N)=O)c(CC)c1	8	9	.	.	0	-16	1	-7
CC(=O)c1ccc(OCCOc2ccc(C#N)cc2)cc1	8	7	12	0	-1	-17	4	-3
Cc1ccc(N2CC(C(=O)NCCN3CCOCC3)CC2=O)cc1C (centres undefined)	5	3	-2	1	-2	-18	2	24
CNc1ncc(C(=O)c2ccc(-c3ccccc3)cc2)s1	2	-180	2	-3	1	-57	-9	-10
CC(C)C[C@@H]1COc2cccc(N3CCC[C@H]3CO)c2S(=O)(=O)N1	0	-1	.	.	.	3	-3	-1
CCN(CC)c1ccc(NC(=O)CCc2nnc3ccc(N4CCCC4)nn23)c(C)c1	8	12	3	0	-6	8	1	2
CC(=O)NCCCNC(=S)NCCCN(Cc1ccc(Cl)cc1)c1ccc(Br)cn1	-4	6	.	1	.	11	11	-7
COc1cc(OC)cc(C(=O)NCC(=O)OCC(=O)/C=C2/N(C)c3ccccc3C2(C)C)c1	-1	-3	-7	-4	6	13	3	-45
Cc1ccc(-n2nc(-c3cccs3)cc2C(=O)NCC2CCCO2)c(C)c1 (centres undefined)	4	12	-5	-5	.	.	.	.

Sorted by molecular weight (descending): three of the compounds above
SMILES	FN deposition inh	PAX8 reporter	PGC1a acetyl inh	PglD DTNB	ERAP1 HTS inh	LGR2 inh	EWS-Fli block	S100A4 inh HTS
Cn1c(N2CCN(C(=O)Nc3ccc(F)cc3)CC2)nc2ccccc21	-6	-17	-4	-1	.	.	.	.
Cc1cccc(/C=C/C(=O)c2ccc(NC3=NCCCS3)cc2)c1	8	-31	.	.	35*	-44	-3	-3
CC(=O)CSc1cc(-c2ccccc2)nc2ncnn12	1	14	5	.	1	4	11	0

(continued)
SMILES	FN deposition inh	PAX8 reporter	PGC1a acetyl inh	PglD DTNB	ERAP1 HTS inh	LGR2 inh	EWS-Fli block	S100A4 inh HTS
S=C(Nc1ccc(Cl)cc1)c1nc2ccccc2[nH]1	5	-122	5	0	.	-81	.	.
Cc1ccc(S(=O)(=O)N(C)C[C@@H]2Oc3ccc(NC(=O)Nc4cccc5ccccc45)cc3C(=O)N([C@@H](C)CO)C[C@H]2C)cc1	.	13	5	.	.	4	2	.
COCC(C)NC(=O)c1cc2cc(OC)ccc2[nH]1 (centres undefined)	9	2	.	.	-4	1	17	3
N#C/C(=C\c1ccc(F)cc1F)S(=O)(=O)c1ccccn1	6	-6	1	.	2	-14	0	-3
C[C@@H]1CN([C@H](C)CO)C(=O)Cc2cc(NS(=O)(=O)c3cn(C)cn3)ccc2O[C@H]1CN(C)C(=O)Nc1ccc(F)cc1	1	.	16	1	-3	13	-8	1
CN(C)C(=O)C[C@H]1CC[C@H]2[C@@H](COc3ccc(NC(=O)C4CCCCC4)cc3C(=O)N2C)O1	-1	3	-2	-2	2	-9	5	1
COc1ccc(NC(=O)CSc2nncn2C)cc1	-8	-22	3	6	-4	0	-11	2
CC(=O)c1cccc(OCC(O)CNCCc2ccc(Cl)cc2)c1 (centres undefined)	-8	-6	19	1	1	-11	-3	-12
O=C(N/N=C/c1ccc([N+](=O)[O-])o1)c1cn(-c2ccccc2)nc1-c1ccc(F)cc1	8	-19	.	.	-2	18	-9	-10
CCNC(=O)[C@H]1[C@H](CO)[C@H]2Cn3c(ccc(-c4ccncc4)c3=O)[C@H]2N1Cc1cc(F)ccc1F	-6	4	0	.	3	-22	.	-2
CCNC(=O)C1CCCN(C(=O)Cc2cccs2)CC1 (centres undefined)	-8	-14	7	2	7	9	-3	5
Cc1ccc(C(C)C)c(OCCNC(=S)Nc2cccc3ccccc23)c1	-1	.	-14	-7	.	20	.	.
CCCOc1cccc(C2C(C(=O)c3ccco3)=C(O)C(=O)N2c2nnc(C)s2)c1 (centres undefined)	1	-8	.	6	3	-42	0	-10
C[C@@H]1CN([C@H](C)CO)S(=O)(=O)c2ccc(C#CCC3CCCC3)cc2O[C@H]1CN(C)C(=O)c1ccccn1	3	.	1	0	0	-5	12	-24
COc1ccc(Oc2ncnc3c2oc2ccc(Br)cc23)cc1	2	15	3	-4	.	.	.	.
CCOCc1c(C(=O)Nc2ccc(OC)nc2)oc2ccccc12	-27	10	-10	1	55*	17	-14	-7
CCc1cc2c(cc3c(=O)n(CC(=O)NCCCN4CC(C)CC(C)C4)ncn32)s1 (centres undefined)	4	-8	.	-5	3	.	3	-3
Cc1ccc(S(=O)(=O)N(CC(O)CN2C(=O)NC(C)(C)C2=O)c2cccc([N+](=O)[O-])c2)cc1 (centres undefined)	0	-9	-6	-9	2	-2	-2	2
O=C(NCC1CC1)[C@@H]1[C@@H](CO)[C@@H]2Cn3c(cccc3=O)[C@H]1N2C(=O)c1cccnc1	.	.	.	1	1	-19	-3	-1
C/C=C/c1ccc2c(c1)O[C@@H](CN(C)CC1CCCC1)[C@H](C)CN([C@@H](C)CO)S2(=O)=O	6	27	12	4	-7	2	14	-30
CNC[C@@H]1OCc2ccccc2-c2ccccc2C(=O)N([C@H](C)CO)C[C@@H]1C	-1&13	-5	11	-5	-1	14	3	-3
CC(C)(C)OC(=O)N1CCN(C(=O)Cn2cc(CCO)nn2)CC1	4	-3	.	1	3	-7	-17	-7
CCOc1ccc(NC(=S)N2CCC(NC(=O)c3ccccc3)CC2)cc1	5	2	-3	3	0	14	-5	-1
CCOC(=O)c1c(C)oc2c1c(CN1CCN(CCO)CC1)c(O)c1ccccc12	4	-52	.	.	-2	-109	-8	-19
COc1ccccc1NC(=O)N1[C@H](CO)[C@H](c2ccccc2)[C@@H]1C#N	5	-11	-2	0	2	-12	8	-9
O=C(/C=C/c1ccccc1)Nc1sc2c(c1C(=O)O)CCC2	5	4	0	-6	.	-20	-50	-3
CCN(CC)CC(C)CNC(=O)CN1C(=O)CSc2ccc(S(=O)(=O)N3CCOCC3)cc21 (centres undefined)	11	4	.	0	0	-5	-10	9
Cc1c(N)cc(C(=O)N2CCOCC2)cc1[N+](=O)[O-]	-3	-3	1	3	.	0	.	.
C[C@@H]1CN([C@H](C)CO)C(=O)c2cc(-c3cccnc3)cnc2O[C@H]1CN(C)Cc1ccccc1	-3	.	-9	.	.	-13	-10	.
O=c1[nH]c2ccccc2n2c(=S)[nH]nc12	-7	16	7	.	-1	4	-6	3
CCCCN(C)CCCNC(=O)CCn1nc(-c2ccccc2)ccc1=O	12	26	.	.	-3	5	-1	-9
Cc1ccc(S(=O)(=O)N2CCN(C(=O)C3CCN(c4ncnc5sc(C)c(C)c45)CC3)CC2)c(C)c1	-12	42	11	3	-1	20	38	2
Cc1[nH]c2ccccc2c1C(=O)c1cc(Cc2ccccc2)sc1N	19	-19	.	.	-1	8	20	-3
CCCNC(=O)C[C@H]1CC[C@H]2[C@@H](COc3ccc(NC(=O)c4ccc(OC)cc4)cc3C(=O)N2C)O1	-5	-11	2	-2	.	7	0	.
CSc1ccc(-c2nc(CN(C)C3CCOC3)c(C)o2)cc1 (centres undefined)	2	-72	.	5	-3	-45	-54	1
C[C@H]1CN([C@@H](C)CO)C(=O)c2cccc(NC(=O)NC3CCCCC3)c2O[C@@H]1CN(C)C(=O)Nc1cccc2ccccc12	-2	-27	3	-5	.	-5	0	?
C[C@@H]1CCCCO[C@H](CN(C)C(=O)c2ccncc2)[C@@H](C)CN([C@H](C)CO)C(=O)c2cc(NC(=O)CCCCCC(=O)Nc3ccccc3N)ccc2O1	.	-6	9	4	0	13	-69	-5
COc1ccc(/C=N/NC(=O)c2nc(-c3ccccc3)n(-c3ccccc3)n2)cc1OC	1	17	3	1	2	.	-7	-3
O=C(N[C@H]1CC[C@@H](CCNC(=O)C2CCC2)O[C@@H]1CO)c1ccncc1	-3	1	0	0	4	13	-1	6
Cc1ccc(S(=O)(=O)N(C)C[C@H]2Oc3ccc(NS(C)(=O)=O)cc3CC(=O)N([C@@H](C)CO)C[C@H]2C)cc1	2	-24	-3	2	-3	-6	-5	-4
Cc1cc(CNC[C@H]2O[C@@H](n3ccc(=O)[nH]c3=O)[C@H](O)[C@@H]2O)no1	-16	-10	-7	-4	3	19	-3	-1
C#CCOCC1CN(c2ccccc2)C(=O)O1 (centres undefined)	1	1	.	3	0	-20	-4	-8
O=S(=O)(Nc1cccc(S(=O)(=O)N2CCCCCC2)c1)c1ccc(F)cc1F	-5	15	7	.	-1	-3	3	-3
CCN(Cc1ccccc1)C(=O)COc1cc(=O)n(CC)c2ccccc12	0	6	3	3	.	.	.	.

Compound activity: PubChem BioAssay, Broad Institute
